Screening data as filed in PubChem.
TSG101-PTAP inh = blocks PTAP/TSG101 interaction to inhibit HIV-1 budding; AID 493005; 340,000 tested, under 10 active; Q99816; Potency, µM (top dose mostly 115 µM), inactives show at the highest dose activity change, negative = inhibition, hits mostly inhibitors; Fluorescence polarization, FITC-PTAP peptide / Tsg101 binding; active = well fitted inhibition curve with a large enough effect in the main read-out, with a control signal flat, not every such curve was filed as active; inconclusive = small, poorly fitted or top-dose-only effect, or effect the other way, or a change in a side signal; inactive = no such curve, though single readings can be large or run the other way; also: potency is read from the fitted curve at half-maximal effect; % of control where 0% means no effect
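Fluorescence anisotropy tracks displacement of a FITC-tagged PTAP peptide (50 nM) from the Tsg101 binding domain (10 uM), following a 20 min room-temperature incubation at pH 7.5.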
BCR signal inh = inhibitors of chronic active B-cell receptor signaling | ABC-DLBCL IkBa-CBG/CBR reporter, luminescence ratio, 4 h | Potency, µM (doses to about 46.1 µM), for the others: at the top dose ratio change, negative = lower green/red ratio, actives largely listed as inhibitors | 340,000 compounds, 0.05% hits | AID 493014; active = well fitted inhibition curve with a large enough effect in the signal ratio, with a control signal flat, not every such curve was filed as active; inconclusive = small, poorly fitted or top-dose-only effect, or effect the other way, or a change in a side signal; the % refers to the signal ratio;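 also: potency is read from the fitted curve at half-maximal effect; plate controls were basal doxycycline-induced cells for no effect and cells given 10 µM MG132 for full effect; MG132 reads +100%, hits lower the ratio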
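Compounds up to 46 uM were incubated four hours with TMD8 cells whose green CBG68 luciferase is fused to IkappaBalpha; red CBR luminescence normalised the signal, and concentration-effect curves were fitted to fusion, red and ratio data.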
TCR activator = activators of T cell receptors; primary human leukocytes, anti-CD3, IL-2 HTRF, 48 h; Potency, µM (top dose mostly 9.22 µM), for the others: at the highest dose activation of IL-2 secretion, actives largely listed as activators; 330,000 tested, under 10 active; AID 504894; also: % of control where 0% means no effect
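IL-2 release read by HTRF sandwich (Eu cryptate donor, d2 acceptor, 665 nm emission) after 48 hr exposure of primary human leukocytes to compound together with anti-CD3 beads in the absence of co-stimulatory signals.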
ELG1 DNA repair = inhibitors of ELG1-dependent DNA repair in HEK293T cells | Potency, µM (doses to about 46.1 µM), inactives show at the top dose activity change, negative = inhibition, usual class: inhibitors | HEK293T ELG1-luciferase reporter, luminescence, 16 h; DNA damage induced by 5-fluorouridine | 330,000 compounds, 2.3% hits | AID 504467; also: potency is read from the fitted curve at half-maximal effect; % is scaled to controls: 0 for no effect and ±100 for the full control effect; nearly all actives have a fitted effect of over 55% in size
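5-Fluorouridine DNA damage + compound/DMSO, 2,000 cells/well, 16 h, 37 °C/5% CO2. ONE-Glo, 30 min RT, luminescence. Readout = decrease in reporter signal.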
Eya2 phos inh = inhibitors of human Eya2 phosphatase activity; recombinant Eya2, OMFP fluorescence dephosphorylation (OMFP is methylfluorescein phosphate); 330,000 compounds, 0.006% hits; Potency, µM (top dose mostly 76.9 µM), inactives show at the highest dose activity, negative = inhibition, usual class: inhibitors; O00167; also: potency is read from the fitted curve at half-maximal effect; % is scaled to controls: 0 for no effect and ±100 for the full control effect
Target sequence (O00167 whole entry, looked up): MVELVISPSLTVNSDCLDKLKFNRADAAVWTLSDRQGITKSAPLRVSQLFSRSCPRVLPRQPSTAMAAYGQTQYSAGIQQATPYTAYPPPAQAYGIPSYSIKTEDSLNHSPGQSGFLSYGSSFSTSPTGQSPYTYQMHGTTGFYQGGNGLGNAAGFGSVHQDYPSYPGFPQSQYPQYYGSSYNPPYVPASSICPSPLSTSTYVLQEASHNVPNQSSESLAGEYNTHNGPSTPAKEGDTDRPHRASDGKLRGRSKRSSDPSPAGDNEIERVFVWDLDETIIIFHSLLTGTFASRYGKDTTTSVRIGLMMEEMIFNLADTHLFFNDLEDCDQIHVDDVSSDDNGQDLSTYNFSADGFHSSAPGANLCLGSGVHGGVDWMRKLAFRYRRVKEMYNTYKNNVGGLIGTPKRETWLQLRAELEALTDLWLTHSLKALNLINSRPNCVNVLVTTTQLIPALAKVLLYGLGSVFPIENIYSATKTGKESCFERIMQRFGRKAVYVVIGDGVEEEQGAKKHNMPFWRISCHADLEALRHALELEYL
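Eya2 protein (added as 0.2 uM solution) was preincubated with compound for 10 min at ambient temperature in 50 mM HEPES pH 7.5, 50 mM NaCl, 5 uM MgCl2, 0.05% BSA, 1 mM DTT. OMFP (added at 50 uM) then reacted 10 min; fluorescence read at 485/525 nm.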
a7 integrin act = activates integrin-mediated alleviation for muscular dystrophy. alpha7betagal myoblasts, beta-gal FDG fluorescence, 48 h. Potency, µM (titrated, usually from 38.3 µM), inactives show top-dose activation, most hits filed as activators. 350,000 compounds, 0.064% hits. AID 624291;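 also: potency is read from the fitted curve at half-maximal effect; 100% = response of the positive control SU9516; nearly all actives have a fitted effect of over 60% in size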
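Alpha7betagal+/- myoblasts (passage 13) were plated 16-24 hr, then exposed to compounds (1:260 dilution of DMSO stock) for 48 hours at 37C. After MPER lysis, β-galactosidase reporter activity was read as FDG fluorescence (ex 480/em 540) after 30 minutes.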
TSHR antag = human thyrotropin receptor antagonism; activity change, negative = inhibition, % at 11.5 µM; P16473; TSHR-expressing cells, TSH-stimulated cAMP HTRF, 2 h; hits give low values; AID 504810; 330,000 compounds, 0.2% hits;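 active = activity change below a set negative limit, meaning inhibition stronger than a set level, cut at about -70% in these data; inconclusive = activity change between two set negative limits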; also: % is scaled to controls: 0 for no effect and ±100 for the full control effect
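Freshly harvested TSHR cells receive pin-tooled compound, then EC80 TSH at 4nM final. After 2 hours at 37 deg C, antibody in lysis buffer and cAMP-d2 are added; 30 minutes at ambient temperature precede the HTRF read.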
A-T KAP1 phos = potential ataxia-telangiectasia treatments restoring KAP-1 phosphorylation | […] A-T fibroblasts, KAP-1 phosphorylation AlphaLISA; neocarzinostatin DNA damage 30 min before lysis | Potency, µM (doses to about 57.5 µM), for inactives: at the top dose activation, usual class: activators | 320,000 compounds, 0.19% hits | AID 485349; also: potency is read from the fitted curve at half-maximal effect; % of control where 0% means no effect; nearly all actives have a fitted effect of over 45% in size
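hTERT-immortalized A-T patient fibroblasts ([…]), 500 cells/well in OPTI-MEM, 1% FBS, got compounds for 60 min, then NCS for 30 min at 37C. Lysates were then assayed for phospho-KAP-1 by AlphaLISA (anti-pKAP1 donor, anti-KAP1 acceptor beads), 6 hr at 25C.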
Tb PFK block = inhibitors of T. brucei phosphofructokinase | 330,000 compounds, 0.17% hits | O15648 | Potency, µM (titrated, usually from 57.5 µM), for inactives: at the top dose activity, negative = inhibition, usual class: inhibitors | T. brucei PFK, ADP-Glo luminescence;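 also: potency is read from the fitted curve at half-maximal effect; 0% = uninhibited 1x PFK enzyme wells and -100% = no-enzyme wells; nearly all actives have a fitted effect of over 60% in size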
Target sequence (O15648 whole entry, looked up): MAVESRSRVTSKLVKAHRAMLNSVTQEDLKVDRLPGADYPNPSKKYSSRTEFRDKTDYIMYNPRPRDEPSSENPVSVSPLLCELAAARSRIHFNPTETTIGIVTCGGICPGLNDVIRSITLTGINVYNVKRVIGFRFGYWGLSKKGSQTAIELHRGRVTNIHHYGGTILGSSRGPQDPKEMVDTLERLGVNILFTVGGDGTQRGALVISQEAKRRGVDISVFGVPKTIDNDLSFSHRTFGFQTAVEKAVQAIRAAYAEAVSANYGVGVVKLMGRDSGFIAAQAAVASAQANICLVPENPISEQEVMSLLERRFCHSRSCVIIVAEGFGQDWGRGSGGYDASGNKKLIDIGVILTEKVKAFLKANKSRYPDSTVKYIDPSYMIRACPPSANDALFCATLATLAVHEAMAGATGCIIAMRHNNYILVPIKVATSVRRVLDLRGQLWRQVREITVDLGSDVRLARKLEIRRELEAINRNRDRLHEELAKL
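Activity is normalized to no-enzyme wells (full inhibition) and 1.25 nM enzyme wells (no inhibition). Reaction: 0.5 mM F6P, 0.1 mM ATP, 45 min RT, ADP-Glo luminescence; concentration-response curves fitted and classed by quality.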
S-ASM inh = inhibitors of human secretory acid sphingomyelinase; placental ASM, HMU-PC fluorogenic substrate, 60 min; Potency, µM (highest dose often 57.5 µM), for the others: at the highest dose activity change, negative = inhibition, actives largely listed as inhibitors; 340,000 compounds, 0.006% hits; AID 504937; also: potency is read from the fitted curve at half-maximal effect
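HMU-PC0 cleavage (9 uM final) by human placental ASM, 60 min at 37 °C following 10 min compound exposure at RT; stopped at pH 10, fluorescence Ex 386/Em 447 nm.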
Mito fusion act = inhibitors of mitochondrial division or activators of mitochondrial fusion | 320,000 compounds, 0.23% hits | S. cerevisiae fusion-defective mutant growth rescue, CellTiterGlo 48 h | Potency, µM (series often up to 46.1 µM), without a hit: top-dose growth rescue (activation), most hits filed as activators;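 also: potency is read from the fitted curve at half-maximal effect; % of control where 0% means no effect; nearly all actives have a fitted effect of over 45% in size; temperature-sensitive fusion mutants such as fzo1-1 at 37 °C on non-fermentable ethanol glycerol medium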
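Luminescent cell viability in 1536-well qHTS format served as the measure of rescued growth in ts fusion-mutant S. cerevisiae cultured on non-fermentable YPEG for 48 hours at 37C.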
* hit, by the source's call; ? = inconclusive; nt = no result given; [ ] = dose if it differs, or a comment. Unless noted, calls follow the shape of the dose curve; as a rule, active = well fitted curve in the direction sought with a large enough effect; inconclusive = small, poorly fitted or top-dose-only effect, or another doubt; inactive = no such curve, though single readings can be large; an effect the other way counts as inactive or inconclusive.

SMILES	TSG101-PTAP inh	BCR signal inh	TCR activator	ELG1 DNA repair	Eya2 phos inh	a7 integrin act	TSHR antag	A-T KAP1 phos	Tb PFK block	S-ASM inh	Mito fusion act
COc1ccc(NC(C)C(=O)N/N=C/c2ccccc2OCc2ccc(Br)cc2)cc1 (configuration not stated)	-4%	23%	-5%	?	8%	-24%	20	6%	0%	-14%	0%
COc1cccc(OCCn2cccc2/C=C2/C(=N)N3OC(C)=CC3=NC2=O)c1	-5%	1%	-3%	?	12%	-6%	-11	3%	0%	3%	2%
OCC[C@@H]1C[C@@H](O)[C@H](O)[C@]2(Cc3ccccc3CCO2)O1	4%	-7%	-2%	-3%	-3%	14%	9	2%	0%	0%	-1%
NS(=O)(=O)c1ccc(CNC(=O)c2cc(-c3ccccc3)nc3ccccc23)cc1	-3%	-2%	-49%	-7%	-15%	-14%	-8	36%	-2%	0%	5%
N#Cc1c(-c2ccccc2)nc(N2CCN(Cc3ccccc3)CC2)[nH]c1=O	-6%	?	7%	5%	-4%	?	-16	?	3%	3%	-15%
COc1cc2[nH]c(=S)n(N(C(C)=O)C(C)=O)c(=O)c2cc1OC	1%	?	1%	-1%	22%	12%	0	-1%	3%	-2%	-3%
Cn1c(Oc2ccc(F)cc2F)c(C=O)c2ccccc21	3%	-1%	2%	?	-8%	-4%	0	10%	-2%	4%	-7%
COc1ccccc1N1CCN(C(=S)Nc2cccc(C)c2)CC1	-4%	-6%	1%	11%	-4%	-26%	10	-3%	-4%	2%	6%
CC(C)(C)NC(=O)CSc1nnc(Cc2ccc3c(c2)OCO3)n1C1CCCCC1	-2%	?	-11%	18%	0%	4%	-5	-2%	0%	2%	1%
O=C(Cn1cc(CNC(=O)C2CCCCC2)nn1)Nc1cc(C(F)(F)F)ccc1Cl	1%	5%	4%	7%	1%	nt	-3	6%	13%	-7%	nt
O=C(Nc1ccc2ncccc2c1)c1ccccc1Cl	-3%	-22%	-3%	3%	-4%	35%	-4	9%	-1%	-4%	-2%
CCOC(=O)C1=C(O)/C(=C/c2cc(OC)c(O)c(OC)c2)SC1=Nc1ccc(OC)cc1	8%	?	4%[46.1 µM]	?	1%	17%	-3	-6%	0%	-20%	0%
Cc1c(C(=O)NCC2CCCO2)oc2ccc(S(=O)(=O)N3CCCCC3)cc12 (configuration not stated)	0%	1%	-1%	1%	3%	3%	-1	8%	0%	0%	4%
CCc1nc2ccccc2c(C(=O)OCC(=O)NC2CC2)c1C	-7%	?	-1%	0%	-13%	9%	nt	1%	-2%	-1%	nt
COc1ccccc1NC1=C(NC(C)=O)C(=O)c2ccccc2C1=O	-1%	?	6%	-14%	2%	-11%	16	?	?	1%	?
COC(=O)[C@@]1(Cc2ccc(F)cc2)[C@H]2c3cc(C(=O)N(C)C)n(CCc4ccc(OC)c(Br)c4)c3C[C@H]2CN1C(=O)c1ccccc1	-1%	-2%	1%	-8%	-1%	0%	1	6%	1%	6%	?
COC(=O)c1sc(S(=O)(=O)NCc2cccs2)c(C(=O)OC)c1C	-6%	-1%	nt	15µM*	6%	-19%	6	10%	2%	-3%	15%
COc1ccc([C@]23Cc4ccccc4C(O2)C2=C(CC4(CCCCC4)OC2=O)O3)cc1	nt	28%[9.22 µM]	nt	nt	-13%[15.4 µM]	nt	nt	-11%[11.5 µM]	4%[11.5 µM]	nt	0%[9.22 µM]
COc1ccc(Cl)cc1NC(=O)CN(C)C(=O)CCSc1ccc(C)cc1	1%	-1%	-1%	?	0%	15%	-2	-5%	23%	-7%	4%
O=C(Nc1cc(=O)[nH]c2ncnn12)c1ccccc1Cl	-3%	?	4%	4%	-4%	-16%	-15	9%	-4%	1%	0%
CCCNc1c(NS(=O)(=O)c2ccc(C3CCCCC3)cc2)c(=O)oc2ccccc12	-4%	-5%	1%	7%	-6%	24%	2	-3%	-3%	17%	-8%
COc1ccc(-n2cc(C#N)c(=O)n(Cc3ccc(F)cc3)c2=O)cc1	1%	?	0%	?	?	6%	-5	-3%	-6%	1%	4%
COc1ccc(Nc2nc(-c3ccncc3)nc3ccccc23)cc1	-5%	0%	3%	2.9µM*	-5%	24%	15	25%	-20%	2%	-7%
O=C(CCN1C(=O)C2CC=C(Cl)CC2C1=O)N1CCCCC1 (configuration not stated)	-19%	2%	-1%	13%	-2%	-7%	1	-2%	-4%	1%	-6%
CC1Cc2ccccc2N1C(=O)CSc1nnc(CSc2ncccn2)n1C (configuration not stated)	-4%	-2%	nt	4%	-4%	2%[7.66 µM]	3	11%	6%	-1%	-3%
CN(C)S(=O)(=O)c1ccc(C(=O)Nc2nnc(-c3ccc4c(c3)CCCC4)o2)cc1	-11%	11%	10%	?	-2%	10%	10	-9%	10%	2%	22%
CC(=O)N[C@H]1[C@H](OC2CCCCC2)O[C@H](COC(C)=O)[C@@H](OC(C)=O)[C@@H]1OC(C)=O	-2%	0%	-2%	3%	19%	-12%	7	3%	-12%	0%	11%
CC(C)(CCC(=S)N1CCOCC1)C1CCCCC1	-6%	-3%	11%	?	-6%	-11%	-6	-7%	-21%	-4%	-16%
Cc1ccc(NC(=O)/C=C2\NC(=O)CS2)cc1	-4%	?	-2%	?	-13%	0%	14	-3%	0%	-15%	2%
Cn1c2ccc(F)cc2c2ncn(CCN3CCOCC3)c(=O)c21	-5%	?	0%	?	2%	-10%	-4	-1%	-5%	3%	0%
Cc1ccc(C(=O)Nc2ccccc2C(=O)N2CCN(c3ccccc3)CC2)cc1	-5%	-2%	0%	1%	8%	20%	3	5%	-12%	4%	-1%
O=S(=O)(c1cccs1)N1CN(Cc2ccco2)c2nc3ccccc3nc21	-6%	?	3%	?	?	-9%	23	6%	-19%	1%	3%
COc1ccc(-c2cnc3nc(/N=C/N(C)C)nn3c2/N=C/N(C)C)cc1	-6%	3%	-8%	-1%	6%	6%	-2	3%	-1%	99%[activator]	-3%
COc1ccc(CCNC(=O)C2CCN(C(=O)N(C)C)CC2)cc1OC	-4%	1%	-2%	6%	23%	-10%	5	8%	-7%	3%	-2%
Cc1ccc(S(=O)(=O)N2[C@@H](c3ccc(Cl)cc3)C(C(=O)O)=CC[C@H]2c2cccc(Cl)c2)cc1	-3%	0%	0%	9%	11%	9%	-4	0%	0%	-1%	-2%
COc1ccccc1CNC(=O)Cn1cc([N+](=O)[O-])ccc1=O	-3%	1%	3%	19%	4%	-20%	-2	14%	4%	-1%	0%
COc1ccc(C2C(C#N)=C(N)OC3=C2C(=O)CC(C)(C)C3)cc1OC (configuration not stated)	-3%	?	0%	-18%	-30%	-19%	0	0%	2%	1%	-3%
c1ccc2c(Oc3ccc4c(c3)OCO4)nncc2c1	-5%	-5%	-2%	?	0%	4%	-2	7%	1%	2%	0%
Cc1cccc(Nc2ncccc2C(=O)NCc2cccs2)c1C	-3%	11%	0%	?	-15%	-27%	-20	11%	5%	-7%	9%
Cc1cc(C)nc(NC(=O)CN2C(=O)c3ccccc3C2=O)n1	-3%	-1%	6%	2%	14%	-7%	3	-6%	-3%	2%	3%
COc1cccc2cc(C(=O)Nc3ccccc3Cl)/c(=N/NS(=O)(=O)c3ccccc3)oc12	-8%	-6%	-2%	1%	2%	-30%	37	3%	2%	-2%	-5%
COc1ccc(C(=O)OCC(=O)NCC2CCCO2)cc1[N+](=O)[O-] (configuration not stated)	-2%	?	-12%	5%	12%	?	8	-5%	-2%	3%	18%
NS(=O)(=O)c1cccc2cccnc12	1%	2%	8%	0%	-7%	22%	-14	nt	2%	0%	9%
Cc1ccc(SCc2cc(=O)[nH]c(Nc3nc(C)c4ccccc4n3)n2)cc1	0%	?	16%[46.1 µM]	-6%	-9%	22%	-7	10%	-1%	-1%	11%

The order is random; about 3.2% have a hit in one of these screens.
